HPDE-C7K KRASV12: cytotoxicity in KRAS-transformed pancreatic duct cells, primary screen, cell-based, fluorescence, HTS (AID 431); HPDE-C7K KRASV12 cells, Alamar Blue viability, 48 h; higher % means a stronger effect; cytotoxicity, % at 10 µM; hits with a dose series show EC50 in µM; hit rate 1.7% among 63,000;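 active = compounds whose percent cytotoxicity in the single-dose primary screen, scaled between solvent and toxic-drug controls, exceeds 50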;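 note: 0% = DMSO solvent wells and 100% = doxorubicin-treated wells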
DPM-DC inhibit: blocks S. pneumoniae diphosphomevalonate decarboxylase; purified DPM-DC, PK/LDH coupled NADH fluorescence; calls only at 10 µM; hit rate 0.49% among 65,000;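 active = the 320 compounds with the highest percent inhibition in the single-dose primary screen, excluding strongly autofluorescent ones, cut at about 32% in these data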;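 note: kinetic rate of NADH fluorescence loss reporting ADP formed by the decarboxylase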
LYP phosphatase: inhibition of human PTPN22 tyrosine phosphatase – biochemical, DiFMUP fluorescence, recombinant catalytic domain, 10 µM, primary screen (AID 606) | 52,000 tested, under 10 active | inhibition, % at 10 µM; hits with a dose series show IC50 in µM | recombinant LYP catalytic domain, DiFMUP fluorescence; higher % means a stronger effect;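 active = IC50 under 40 µM in the dose-response test; inactive = IC50 of 40 µM or more, or never dose-tested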
HT1080 viability: HT1080 cell viability loss – fluorescence readout (AID 620); HT1080 viability, fluorescence; higher % means a stronger effect; hit rate 0.42% among 87,000; cytotoxicity, % at 10 µM, or EC50 in µM where a hit was titrated;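 note: cells exposed to compound overnight then 4 h with Alamar Blue; 0% = vehicle DMSO and 100% = killing control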
PMK inhibit: S. pneumoniae PMK inhibition. inhibition, % at 10 µM. hit rate 0.49% among 65,000. purified PMK, PK/LDH-coupled NADH absorbance 340 nm;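 active = top-ranked compounds by inhibition in the single 10 µM screen, taking a fixed number of the strongest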;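 note: 0% = full reaction with DMSO carrier and 100% = background rate without enzyme reaction; no value below 0 was filed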
Bfl-1 displacement: Bfl-1 inhibitors, primary screen, biochemical, fluorescence polarization, FITC-Bid, mouse (AID 432) | FITC-Bid BH3 peptide fluorescence polarization displacement; higher % means a stronger effect | displacement, % at 20 µM; hits with a dose series show IC50 in µM | hit rate 0.02% among 64,000; in the data active = a potency from the dose series; inactive = the rest, 99 in 100 with displacement below about 15%; note: strong numbers were not always called active
MK inhibit: S. pneumoniae mevalonate kinase inhibition. purified MK, PK/LDH-coupled NADH absorbance 340 nm. inhibition, % at 10 µM. hit rate 0.48% among 65,000. AID 555;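 active = ranked among the strongest by inhibition in the single 10 µM screen, a fixed top-ranked set picked for dose follow-up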; note: no value below 0 was filed
HPDE-C7 viability: HPDE-C7 pancreatic duct cell viability loss – fluorescence, HTS (AID 430); HPDE-C7 pancreatic duct cells viability, fluorescence; higher % means a stronger effect; one-dose cytotoxicity, % at 10 µM; EC50 in µM for titrated hits; hit rate 1.8% among 63,000;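 note: cells exposed to compound for 48 hours before viability readout; 0% = vehicle and 100% = reference cytotoxic drug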
TNAP inhibition: inhibition of tissue-nonspecific alkaline phosphatase – biochemical, luminescent (AID 518); purified TNAP enzyme, luminescent substrate readout; higher % means a stronger effect; hit rate 0.09% among 64,000; inhibition, % at 20 µM; hits with a dose series show IC50 in µM; in the data active = a potency from the dose series; inactive = the rest, 99 in 100 with inhibition below about 22%;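 note: plate controls were vehicle for no effect and reference inhibitor for full effect; many of its hits are not listed in these tables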
PMK inhibit pilot replicates: also measured in PMK inhibit; calls as there; inhibition, %; measured here: pilot screen replicates
MK inhibit pilot replicates: second read-out of MK inhibit, no call of its own (marks repeat the call); inhibition, %; measured here: pilot screen replicates
DPM-DC inhibit pilot screen %: further read-out of DPM-DC inhibit, marked with its call; inhibition, %; measured here: pilot screen trials
* marks the source's active call; other numbers are inactive results; i = inactive; x = not tested or not shown. Cut-off read from the data, not from the text of the source, unless noted: active = cytotoxicity above about 50%; inactive = the rest.

SMILES | HPDE-C7K KRASV12 | DPM-DC inhibit | LYP phosphatase | HT1080 viability | PMK inhibit | Bfl-1 displacement | MK inhibit | HPDE-C7 viability | TNAP inhibition | others
O=C(c1cc2ccccn2n1)N1CCC2(CC1)OCCO2 | -4% | i | -3% | -8% | 8 | -14% | 0 | -14% | 9%
COC(=O)c1c(C)[nH]c(C(=O)C(Cc2ccccc2)N(C)C)c1C (centres undefined) | -6% | i | x | -5% | 17 | -2% | 0 | 1% | 1%
Cc1c(N=Cc2c(O)n(CCc3ccc(F)cc3)c(=O)[nH]c2=O)c(=O)n(-c2ccccc2)n1C | 28% | i | x | -6% | 8 | -2% | 9 | 5% | 12%
CNP(=S)(NC)OCCOc1ccc(OC)cc1 | -32% | i | 11% | 9% | 1 | -2% | 8 | -25% | 7%
CCOc1ccc2[nH]c(=O)c(CN(CCO)C3(c4nnnn4C4CCCCC4)CCCCC3)cc2c1 | -14% | i | 11% | 8% | 14 | 3% | 0 | 11% | 0%
O=C(c1cc2ccccc2oc1=O)N1CCC2(CC1)OCCO2 | -9% | i | 16% | 4% | 3 | -2% | 11 | 0% | 8%
CC(C)OCCCNC(=O)c1c(N)n(Cc2cccs2)c2nc3ccccc3nc12 | 9% | x | 8% | 7% | 6 | 6% | 0 | 7% | 0% | PMK inhibit pilot replicates=0.0;MK inhibit pilot replicates=0.5
CC(C)OC(=O)c1c(N)n(CC2CCCO2)c2nc3ccccc3nc12 (centres undefined) | -12% | x | 0% | 4% | 15 | 2% | 9 | -14% | 4% | PMK inhibit pilot replicates=1.5;MK inhibit pilot replicates=5.0
Cc1c2cnn(CC(=O)N3CCC4(CC3)OCCO4)c(=O)c2c(C)n1Cc1ccccc1F | x | i | 3% | 3% | 24 | -5% | 0 | x | 8%
CC1(C)CC(n2[nH]c(=O)c3c2NC(=O)CSC3c2ccc(F)cc2)CCO1 (centres undefined) | -17% | i | 5% | 3% | 0 | -4% | 3 | -11% | -2%
Cn1c(=O)cc(OCC(=O)N2CCN(Cc3ccc4c(c3)OCO4)CC2)c2ccccc21 | 2% | i | x | x | 7 | -4% | 3 | 0% | 3%
COc1ccc(S(=O)(=O)Cc2ccc(C(=O)N3CCC4(CC3)OCCO4)o2)cc1 | -6% | i | -7% | 3% | 14 | -1% | 11 | -3% | 7%
COC(=O)CC1(CC(=O)OC)C(=O)NC(=O)NC1=O | -16% | i | -5% | 10% | 2 | 2% | 0 | -2% | 13%
Fc1ccc(NC2=NCCS2)cc1Cl | 1% | i | 9% | 14% | 4 | 2% | 15 | -7% | 11%
O/N=C1/C(=C\c2ccccc2)N2CCC1CC2 | -16% | i | x | 2% | 9 | -3% | 11 | -11% | 17%
O=P(CN1CCN(c2ccccc2)CC1)(N1CCCCC1)N1CCCCC1 | -11% | i | -2% | -40% | 11 | -4% | 0 | 1% | 6%
CCOC(=O)C(O)(c1cn(C)c2ccccc12)C(F)(F)F (centres undefined) | 9% | i | x | 12% | 16 | 8% | 0 | 10% | 10%
c1ccc(CCN2CCC(N3CCN(c4ccccc4)CC3)CC2)cc1 | 40% | i | x | -7% | 0 | -11% | 7 | 35% | 0%
Cc1cc(OCC(=O)Nc2c(C)n(C)n(-c3ccccc3)c2=O)c2c3c(c(=O)oc2c1)CCC3 | x | i | 5% | 33% | 10 | 0% | 2 | x | 8%
CCOc1ccc(-n2c(CC)nc3ccccc3c2=O)cc1 | 2% | i | 4% | x | 1 | -5% | 5 | -2% | 2%
Cc1c2cnn(CC(=O)N3CCC4(CC3)OCCO4)c(=O)c2c(C)n1Cc1ccc(F)cc1 | x | i | 1% | x | 29* | -3% | 0 | x | 10%
CC1(C)CC(n2[nH]c(=O)c3c2NC(=O)CSC3c2ccccc2)CCO1 (centres undefined) | -2% | i | x | -7% | 4 | 2% | 6 | 11% | 4%
CN(C)c1nc(OCCNC(=O)COc2ccc(Cl)cc2Cl)nc(N2CCCCC2)n1 | 9% | i | 0% | -3% | 7 | 1% | 9 | 10% | 9%
COc1ccc2c(c1OC)C(=O)OC2c1c(O)n(C2CCCCC2)c(=O)[nH]c1=O (centres undefined) | -8% | i | 7% | -8% | x | -1% | 0 | -8% | 8%

Grouped by structure: the compounds so far containing an aryl methoxy group.
SMILES | HPDE-C7K KRASV12 | DPM-DC inhibit | LYP phosphatase | HT1080 viability | PMK inhibit | Bfl-1 displacement | MK inhibit | HPDE-C7 viability | TNAP inhibition | others
CNP(=S)(NC)OCCOc1ccc(OC)cc1 | -32% | i | 11% | 9% | 1 | -2% | 8 | -25% | 7%
COc1ccc(S(=O)(=O)Cc2ccc(C(=O)N3CCC4(CC3)OCCO4)o2)cc1 | -6% | i | -7% | 3% | 14 | -1% | 11 | -3% | 7%
COc1ccc2c(c1OC)C(=O)OC2c1c(O)n(C2CCCCC2)c(=O)[nH]c1=O (centres undefined) | -8% | i | 7% | -8% | x | -1% | 0 | -8% | 8%

Some of these compounds in order of count of non-hydrogen atoms, falling:
SMILES | HPDE-C7K KRASV12 | DPM-DC inhibit | LYP phosphatase | HT1080 viability | PMK inhibit | Bfl-1 displacement | MK inhibit | HPDE-C7 viability | TNAP inhibition | others
Cc1c2cnn(CC(=O)N3CCC4(CC3)OCCO4)c(=O)c2c(C)n1Cc1ccc(F)cc1 | x | i | 1% | x | 29* | -3% | 0 | x | 10%
COC(=O)CC1(CC(=O)OC)C(=O)NC(=O)NC1=O | -16% | i | -5% | 10% | 2 | 2% | 0 | -2% | 13%
O/N=C1/C(=C\c2ccccc2)N2CCC1CC2 | -16% | i | x | 2% | 9 | -3% | 11 | -11% | 17%

Continuation.
SMILES | HPDE-C7K KRASV12 | DPM-DC inhibit | LYP phosphatase | HT1080 viability | PMK inhibit | Bfl-1 displacement | MK inhibit | HPDE-C7 viability | TNAP inhibition | others
Fc1ccc2c(c1)nnn2C1CCN(Cc2nnnn2CCc2ccccc2)CC1 | -17% | i | 7% | -13% | 9 | -6% | 3 | -31% | 4%
C[C@H]1CCC[C@H](O)CCCCCc2cc(O)cc(O)c2C(=O)O1 | 24% | i | 7% | -18% | 11 | 0% | 0 | 9% | 5%
CC(C)=CCSc1nnc([C@@H](N)Cc2c[nH]c3ccccc23)o1 | 4% | i | 0% | 0% | 10 | 2% | 10 | -3% | 3% | PMK inhibit pilot replicates=1.5;MK inhibit pilot replicates=4.0;DPM-DC inhibit pilot screen %=1.5
CC(=O)N1CN2CN(C(C)=O)CC(C(=O)c3ccccc3)(C2)C1 | 0% | i | x | -3% | 6 | 4% | 7 | -6% | 11%
Cc1sc2c(c1C)C(c1cccs1)=NCC(=O)N2CC(=O)NCc1cccs1 | 0% | i | x | 6% | 4 | -7% | 4 | 2% | 9%
CC12CN3CC(C)(CN(C1)C3c1ccncc1)C2=O (centres undefined) | -4% | i | 3% | -1% | 9 | -4% | 2 | -13% | 8%
CCCCCCOc1ccc(CN2CCN(CCO)CC2)cc1 | x | i | 7% | x | 14 | 4% | 4 | x | 2%
CCn1c(O)c(C=NCCc2c[nH]c3ccccc23)c(=O)[nH]c1=O | 1% | i | 1% | 2% | 0 | -1% | 10 | -6% | 14%
CCOC(=O)C1CCCCC12C(C#N)=C(N)Oc1n[nH]c(C)c12 (centres undefined) | -11% | i | -3% | 5% | 18 | 3% | 0 | -7% | 20% | PMK inhibit pilot replicates=0.0;MK inhibit pilot replicates=3.0;DPM-DC inhibit pilot screen %=0.0
c1ccc2c(CN3CCN(C4CCCCC4)CC3)c[nH]c2c1 | 29% | i | 4% | -3% | 0 | -8% | 9 | 13% | 7%
Cc1cc(NC(=O)COC(=O)c2c(C)nn(Cc3ccccc3)c2Cl)no1 | 1% | i | 0% | 7% | 9 | 2% | 2 | 2% | 11% | PMK inhibit pilot replicates=4.0;MK inhibit pilot replicates=0.0;DPM-DC inhibit pilot screen %=0.5
O=C1NC(=O)[C@]2(Cc3ccccc3N3CCN(c4ccccc4)CC32)C(=O)N1Cc1ccccc1 (some centres undefined) | 21% | i | 11% | 4% | 10 | -1% | 5 | 27% | 20%
COc1ccccc1OCCCn1cc(C(=O)c2ccco2)c2ccccc21 | 38% | i | -1% | -14% | 1 | 9% | 4 | 21% | 26% | PMK inhibit pilot replicates=4.5;MK inhibit pilot replicates=1.0;DPM-DC inhibit pilot screen %=1.0
COC(=O)C(O)(c1c[nH]c2ccccc12)C(F)(F)F (centres undefined) | -16% | i | 13% | 0% | 0 | -7% | 0 | 7% | 8%
Cn1c(=O)cc(SCC(=O)N2CCC3(CC2)OCCO3)c2ccc(Cl)cc21 | 31% | i | x | 32% | 11 | 4% | 1 | 42% | 22% | PMK inhibit pilot replicates=3.0;MK inhibit pilot replicates=2.5;DPM-DC inhibit pilot screen %=3.5
CC(=O)N1CC(=O)Nc2ccc(Cl)cc2C1c1ccc(F)cc1 (centres undefined) | 3% | i | 5% | 10% | 16 | -10% | 8 | -13% | 5% | PMK inhibit pilot replicates=3.0;MK inhibit pilot replicates=4.0;DPM-DC inhibit pilot screen %=3.5
CC(Cc1ccccc1)[n+]1cc(/N=C(\N)[O-])on1 (centres undefined) | -8% | i | -3% | 1% | 5 | 0% | 3 | -13% | 6%
O=C(O)C(O)(c1ccccc1)C1CCCC1 (centres undefined) | 1% | i | x | 2% | 11 | 4% | 10 | 14% | -11%
CCC(=NC1CCN(Cc2ccccc2)CC1)c1c(O)[nH]c(=O)[nH]c1=O | 4% | i | x | 2% | 12 | -5% | 5 | 6% | 2%
Nc1c(C(=O)NC2CCCC2)c2nc3ccccc3nc2n1CC1CCCO1 (centres undefined) | 13µM* | x | x | -6% | 11 | -4% | 11 | 14µM* | -3%
CC(C)NS(=O)(=O)c1ccc(OCC(=O)N2CCN(Cc3ccccc3)CC2)cc1 | x | i | 37% | 11% | 8 | x | 6 | x | x
CN1CC[C@@]23CCCC[C@@H]2[C@@H]1Cc1ccc(O)cc13 | 4% | i | 13% | -4% | 0 | 0% | 3 | 11% | 7% | PMK inhibit pilot replicates=0.0;MK inhibit pilot replicates=2.0;DPM-DC inhibit pilot screen %=0.5
CCCNS(=O)(=O)c1ccc(OCC(=O)N2CCN(Cc3ccc4c(c3)OCO4)CC2)cc1 | 10% | i | -6% | -17% | 6 | -7% | 6 | 14% | 4%
CN(C)CP(=O)(Nc1ccccc1)N(C)C (centres undefined) | -21% | i | -2% | 5% | 16 | -6% | 0 | -14% | 4%
C=CCn1c(O)c(C(CC)=Nc2ccccc2NC(C)=O)c(=O)[nH]c1=O | -5% | i | -9% | 2% | 13 | -1% | 8 | -9% | 9%

Source: PubChem

These rows are one share of the data; rates above refer to the full screens.
